Source: PubChem
Exocytosis inh: LAMP-1 surface exposure blockers, TALL-104 cells – cell-based, flow cytometry, MLPCN library, primary screen; inhibition, % at 10 µM; actives 0.66% (n = 360,000); TALL-104 LAMP-1 surface exposure; cells stimulated with thapsigargin and PMA;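 active = inhibition above about 55%, limit read from the data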
aDG glyco act: activators of alpha-DG glycosylation, primary screen, uHTS, Pro5-aDG cells, AlphaScreen | activation, % at 10 µM | alpha-DG glycosylation AlphaScreen (IIH6); 0% Pro5, 100% B10-LARGE cell signal | AID 624168, 2012 | actives 0.22% (n = 360,000);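 active = activation of at least 8% versus controls, or a plate z-score of at least 8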;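 note: Pro5 are CHO cells carrying HIG-tagged alpha-DG that lacks glycosylation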
PDI inh: inhibitors of human PDI, primary screen, biochemical, turbidity, single point, plate reader; PDI insulin aggregation turbidity, A650, 90 min; Protein disulfide-isomerase (Homo sapiens), P07237; AID 588391, 2011; actives 0.052% (n = 350,000); inhibition, % at 10 µM;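 active = mean inhibition across replicates of 30% or more, whatever share of single replicates reach that level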;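 note: absorbance from insulin aggregation driven by PDI reduction with DTT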
Vif imaging: HIV Vif self-association inhibitors, primary screen, imaging, HEK293T, single point. actives 0.35% (n = 340,000). HEK293T cells, Vif self-association by quenched fluorescence, 24 h. inhibition, % at 7.49 µM; in the data active = inhibition above about 50%, passing the limit was not always enough; note: some results filed as inactive read as strong as hits
CaV13 FRET inh: Disruptors of the CACNA1D IQ motif to Ca2+-dependent inactivation inhibitor domain association, primary screening, Förster resonance energy transfer in intact living …; HEK cells, CFP/YFP FRET ICDI-IQ, plate reader, 10 min; percent FRET-ratio fall versus neutral wells; inhibition, % at 12.3 µM; actives 0.098% (n = 340,000); AID 743397;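 active = mean replicate inhibition of at least 30% and at least 1% of replicates passing that level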;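 note: 0% = median of the neutral control wells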
NR2E3 ag-1: inhibitors of NR2E3-RetCOR corepressor binding, primary screen, NR2E3 agonist project, biochemical, TR-FRET, GST-NR2E3, biotin-RetCOR. Photoreceptor-specific nuclear receptor (Homo sapiens), Q9Y5X4. inhibition of corepressor binding, % at 4.78 µM. 1536-well. AID 2300, 2010. actives 0.12% (n = 320,000);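 active = percent inhibition above the cutoff of mean plus 3 SD of all tested compounds, set per screening campaign, cut at about 20% in these data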;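 note: 0% = DMSO wells and 100% = biotin wells as full block of FRET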
Target sequence (Q9Y5X4 whole entry, looked up): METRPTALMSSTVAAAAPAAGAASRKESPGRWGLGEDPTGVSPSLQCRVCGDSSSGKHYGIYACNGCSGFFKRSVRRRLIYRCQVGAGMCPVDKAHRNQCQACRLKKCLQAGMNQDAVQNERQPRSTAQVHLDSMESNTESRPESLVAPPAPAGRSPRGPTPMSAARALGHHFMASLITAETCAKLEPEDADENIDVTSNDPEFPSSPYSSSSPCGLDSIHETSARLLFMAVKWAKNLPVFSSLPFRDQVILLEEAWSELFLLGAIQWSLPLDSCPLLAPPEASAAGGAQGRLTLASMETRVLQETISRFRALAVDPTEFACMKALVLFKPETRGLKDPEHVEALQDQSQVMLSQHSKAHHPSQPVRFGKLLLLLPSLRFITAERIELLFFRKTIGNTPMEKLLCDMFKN
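system = GST-tagged NR2E3 plus biotinylated RetCOR corepressor | input = 1.35 nM GST-NR2E3 | also added = 7 nM biotin-RetCOR | schedule = 5 h incubation at 4 °C | measured by = TR-FRET with europium anti-GST and streptavidin-D2, 340 nm excitation | read-out = percent loss of FRET ratio relative to control wells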
Peg3 promoter: Peg3 promoter-driven luciferase inhibitors, primary screen, cell-based, HeLa, luciferase luminescence. HeLa PEG-Prom luciferase reporter, overnight. inhibition, % at 20 µM. actives 1.7% (n = 360,000);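 active = inhibition of at least 50% at 20 µM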
MITF TRPM1 inh: inhibitors of MITF-dependent TRPM1 promoter reporter, primary screen, cell-based, SK-MEL-5, single point, luciferase. actives 0.83% (n = 330,000). SK-MEL-5 TRPM1 promoter luciferase, 24 h. AID 488899, 2010. inhibition, % at 12.5 µM;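 active = mean inhibition across replicates of 60% or more, whatever share of single replicates reaches that level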; note: values of inactives mirror those of a sister screen read the other way
NR2E3 ag-2: NR2E3 agonists in two-hybrid cells, primary screen, cell-based, luminescence, CHO-S, Gal4-NCOR/VP16-NR2E3; Photoreceptor-specific nuclear receptor (Homo sapiens), Q9Y5X4; luciferase; inhibition of corepressor binding, % at 3.98 µM; actives 0.35% (n = 360,000); AID 602229, 2012;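 active = inhibition above the mean of all tested compounds plus 3 SD, cut at about 70% in these data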;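 note: 0% = DMSO with NR2E3 transfected cells and 100% = cells lacking NR2E3 construct; higher means lower luciferase signal from less NR2E3 corepressor binding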
iPSC survival up: enhancers of single-cell hiPSC survival, primary screen, ATPlite luminescence | 100% = ROCK inhibitor wells, 0% = DMSO | actives 0.044% (n = 360,000) | survival enhancement, % at 20 µM; in the data active = survival enhancement above about 18%;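 note: cells exposed to compounds for 16 hours before the ATP read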
HIF-2a inh: HIF-2a reporter inhibitors, primary screen, luminescence, 786-0 RCC cells; 786-0 RCC cells HIF-2a reporter, luciferase luminescence, overnight; inhibition, % at 18.8 µM; actives 0.72% (n = 360,000); AID 624352, 2012;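 active = inhibition of the luminescence signal of 40% or more relative to plate controls, in a single-dose primary screen at 18.75 µM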
Active calls of the source: *; · = no result given.

1: CC(=O)NNS(=O)(=O)c1scc(S(=O)(=O)c2ccc(Cl)cc2)c1C
2: COc1ccccc1/C=C/C(=O)Nc1nc(N)n(-c2ccccc2)n1
3: CC(=O)c1ccc(N2CCN(C(=O)c3ccc(Cl)c(S(=O)(=O)NC4CC4)c3)CC2)c(F)c1
4: CCC(=O)N1c2ccc(S(=O)(=O)CCC(=O)NCCC3=CCCCC3)cc2CC1C (stereo unspecified)
5: CCn1cc(CNC(=O)/C=C/c2ccc([N+](=O)[O-])cc2)c(C)n1
6: CN1C(=O)CC(n2c(CO)nc3ccccc32)C1=O (stereo unspecified)
7: COc1cccc(S(=O)(=O)NCc2ccc(C(=O)N3CCN(c4ccccc4OC)CC3)cc2)c1
8: NC(=O)c1ccc(NC(=S)NCc2ccco2)cc1
compound no.	1	2	3	4	5	6	7	8
HIF-2a inh	17	-14	-1	6	9	6	9	9
Exocytosis inh	2	-4	0	2	-1	0	6	-3
Vif imaging	13	14	-12	-3	1	1	6	14
CaV13 FRET inh	-19	-5	-6	·	-6	·	·	-2
Peg3 promoter	10	-6	1	11	9	12	10	-12
MITF TRPM1 inh	11	1	1	7	10	-4	5	-23
aDG glyco act	0.0	0.0	0.0	0.6	0.2	0.0	-0.3	0.0
iPSC survival up	-0.6	0.8	-0.4	1.0	-0.3	-0.8	0.2	-0.1
PDI inh	-2	-2	8	-4	-4	2	-3	8
NR2E3 ag-2	0	-13	1	13	-38	-17	-3	-14
NR2E3 ag-1	3	2	·	-1	-1	-1	1	0

9: CC1=NN(c2ccc(Cl)c(C(=O)O)c2)C(=O)C1
10: COc1ccc(/C=C/C(=O)c2ccccc2)cc1COc1ccc(F)cc1
11: CCOC(=O)C1C(=O)C=C(c2ccc(Br)cc2)CC1c1ccco1 (stereo unspecified)
12: Cc1cccc(C2c3[nH]c4ccccc4c3CCN2Cc2cnn(-c3ccc(F)cc3)c2)n1 (stereo unspecified)
13: N#C/C(=C1/C(=O)Nc2ccc(Br)cc21)c1ccccn1
14: COc1ccccc1CNC(=O)Cc1c[nH]c2ccccc12
15: CC(=O)Oc1ccc(C(=O)Nc2cc(C)on2)cc1
16: Clc1ccc(C(c2ccccc2Cl)C(Cl)Cl)cc1 (stereo unspecified)
compound no.	9	10	11	12	13	14	15	16
HIF-2a inh	0	2	-29	2	14	-63	-148	10
Exocytosis inh	-1	-3	1	0	-3	19	-17	-6
Vif imaging	1	5	-25	-7	7	-5	-4	-4
CaV13 FRET inh	-2	-8	-4	-4	-15	-3	56*	-5
Peg3 promoter	0	41	-5	14	6	-53	-122	-6
MITF TRPM1 inh	2	-16	-5	21	9	11	-33	-2
aDG glyco act	0.1	0.9	-0.1	0.0	0.4	0.1	-0.2	-0.2
iPSC survival up	0.7	-1.5	0.2	2.3	0.7	1.5	-0.7	5.0
PDI inh	8	-2	13	-1	-16	9	2	2
NR2E3 ag-2	-9	-27	-35	18	-16	-17	-92	13
NR2E3 ag-1	3	5	0	-12	3	3	2	0

6 entries already listed, sorted by their value in aDG glyco act, rising:
cpd | molecule | aDG glyco act
15 | CC(=O)Oc1ccc(C(=O)Nc2cc(C)on2)cc1 | -0.2
11 | CCOC(=O)C1C(=O)C=C(c2ccc(Br)cc2)CC1c1ccco1 (stereo unspecified) | -0.1
12 | Cc1cccc(C2c3[nH]c4ccccc4c3CCN2Cc2cnn(-c3ccc(F)cc3)c2)n1 (stereo unspecified) | 0.0
14 | COc1ccccc1CNC(=O)Cc1c[nH]c2ccccc12 | 0.1
13 | N#C/C(=C1/C(=O)Nc2ccc(Br)cc21)c1ccccn1 | 0.4
10 | COc1ccc(/C=C/C(=O)c2ccccc2)cc1COc1ccc(F)cc1 | 0.9

(list continues)
17: NC(=O)CSc1nc2ccccc2n1-c1ccccc1
18: COc1ccccc1CNC(=S)NCCc1ccccc1
19: CCOC(=O)C1CCN(c2c(Nc3ccc(C)c(C)c3)c(=O)c2=O)CC1
20: CC(=O)Oc1ccccc1-n1c(C)nc(=O)c(-c2ccccc2)c1C
21: O=C(Cn1cnc2ccccc2c1=O)Nc1ccc(S(=O)(=O)N2CCOCC2)cc1
22: NC(=S)NC1CC2CC1C1C=CCC21 (stereo unspecified)
23: O=C(COc1ccccc1)NCc1nnc(SCC(=O)Nc2nccs2)n1-c1ccccc1
24: CCN1/C(=C2\C(=O)N(C)C(=S)N2C)C=Cc2ccccc21
compound no.	17	18	19	20	21	22	23	24
HIF-2a inh	3	-73	13	7	11	14	8	22
Exocytosis inh	-6	-5	26	3	2	15	-2	11
Vif imaging	-9	2	1	-2	-6	-17	-5	-6
CaV13 FRET inh	-7	-3	-7	-21	-2	12	6	-3
Peg3 promoter	5	-69	21	20	-1	1	-2	29
MITF TRPM1 inh	6	-26	-4	·	-9	-2	15	12
aDG glyco act	-0.2	0.7	0.1	0.0	0.2	-0.1	-0.2	-0.1
iPSC survival up	-1.3	2.4	-0.2	-0.2	-1.0	0.0	-3.0	-0.5
PDI inh	-6	22	-1	-11	2	-1	·	3
NR2E3 ag-2	19	-27	-38	12	-1	-1	-5	0
NR2E3 ag-1	-2	1	-3	-1	3	0	0	-3

Some of these compounds in order of molar mass, lowest first.
22: NC(=S)NC1CC2CC1C1C=CCC21 (stereo unspecified)
18: COc1ccccc1CNC(=S)NCCc1ccccc1
21: O=C(Cn1cnc2ccccc2c1=O)Nc1ccc(S(=O)(=O)N2CCOCC2)cc1
compound no.	22	18	21
HIF-2a inh	14	-73	11
Exocytosis inh	15	-5	2
Vif imaging	-17	2	-6
CaV13 FRET inh	12	-3	-2
Peg3 promoter	1	-69	-1
MITF TRPM1 inh	-2	-26	-9
aDG glyco act	-0.1	0.7	0.2
iPSC survival up	0.0	2.4	-1.0
PDI inh	-1	22	2
NR2E3 ag-2	-1	-27	-1
NR2E3 ag-1	0	1	3

Some entries already given, reduced to MITF TRPM1 inh, PDI inh and CaV13 FRET inh:
cpd	compound	MITF TRPM1 inh	PDI inh	CaV13 FRET inh
24	CCN1/C(=C2\C(=O)N(C)C(=S)N2C)C=Cc2ccccc21	12	3	-3
18	COc1ccccc1CNC(=S)NCCc1ccccc1	-26	22	-3
22	NC(=S)NC1CC2CC1C1C=CCC21 (stereo unspecified)	-2	-1	12
20	CC(=O)Oc1ccccc1-n1c(C)nc(=O)c(-c2ccccc2)c1C	·	-11	-21
21	O=C(Cn1cnc2ccccc2c1=O)Nc1ccc(S(=O)(=O)N2CCOCC2)cc1	-9	2	-2
